Screening data as filed in PubChem BioAssay.
BRCT inh red = qHTS Assay for Inhibitors of BRCT-Phosphoprotein Interaction (Red Fluorophore); Breast cancer type 1 susceptibility protein (Homo sapiens), P38398; BRCT-phosphopeptide binding, red fluorescence polarization; Potency, µM (doses to about 76.9 µM), without a hit: at the top dose activity change, negative = inhibition, actives largely listed as inhibitors; 0.03% of 75,000 active; AID 892, 2007; note: % is set by controls: 0 for no effect and ±100 for the full control effect
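Fluorescence polarization: 100 nM His-tagged BRCA1 BRCT with 100 nM TAMRA-labelled phospho-BACH1 decapeptide, phosphate buffer pH 7.3 with 150 mM NaCl, DTT, 0.01% Tween 20; 12 min RT. Binding inhibition seen as FP decrease.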
HEK293 cAMP ctrl = qHTS Assay for Agonists of the Thyroid Stimulating Hormone Receptor: Activators of Intracellular cAMP Concentrations in Parental HEK 293 | parental HEK293 CNG cAMP sensor, membrane potential fluorescence | Potency, µM (top dose mostly 57.1 µM), without a hit: at the highest dose activation, hits mostly activators | 2.5% of 73,000 active; note: potency is the fitted concentration of half-maximal effect; % of control where 0% means no effect; nearly all actives have a fitted effect of over 55% in size
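Counterscreen for endogenous-receptor signalling: CNG-channel HEK 293 cells report cAMP rise by membrane depolarization. After 60 min dye equilibration with 100 uM RO 20-1724, compounds incubated 30 min before bottom-read fluorescence at 590 nm.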
Tau filament bind = qHTS Assay for Tau Filament Binding. recombinant tau filaments, thioflavin S fluorescence, 15 h; filaments grown with octadecylsulfate alongside compound. Potency, µM (series often up to 57.1 µM), inactives show at the top dose activity change, negative = inhibition. 2% of 71,000 active. AID 596, 2007;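 note: potency is the fitted concentration of half-maximal effect; % is set by controls: 0 for no effect and ±100 for the full control effect; actives lower thioflavin S fluorescence by blocking filaments or displacing dye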
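Assay mix: 1 uM His-tagged tau, 30 uM sodium octadecylsulfate, thioflavine S dye in HEPES/NaCl/DTT buffer. Compound is added prior to the inducer. Fluorescence after 15 h at 37 C.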
USP2a inh = qHTS Assay for Inhibitors of Ubiquitin-specific Protease USP2a. USP2a enzymatic assay, qHTS inhibition. AID 927, 2007. Potency, µM (highest dose often 38.3 µM), without a hit: top-dose activity change, negative = inhibition, usual class: inhibitors. 0.1% of 60,000 active. Ubiquitin carboxyl-terminal hydrolase 2 (Homo sapiens), O75604;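 note: potency is the fitted concentration of half-maximal effect; nearly all actives have a fitted effect of over 60% in size; plate controls were DMSO for no effect and NEM full inhibition control for full effect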
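20 nM USP2 core + cpd, 30 min RT; add 20 nM Ub-PLA2/20 uM NBD C6-HPC; read Ex460/Em535 at 0 h and 2.5 h. Normalized to NEM; qHTS curve fit/classification.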
Casp7 inh = qHTS Assay for Allosteric/Competitive Inhibitors of Caspase-7; P55210; recombinant caspase-7, Ac-DEVD-AFC fluorescence rate; Potency, µM (series often up to 57.5 µM), inactives show at the top dose activity change, negative = inhibition, most hits filed as inhibitors; 0.02% of 75,000 active; active = well fitted inhibition curve with a large enough effect in the main read-out, with a control signal flat, not every such curve was filed as active; inconclusive = small, poorly fitted or top-dose-only effect, or a change in a side signal; note: potency is the fitted concentration of half-maximal effect; % of control where 0% means no effect
A350 autofl = qHTS Assay for Spectroscopic Profiling in A350 Spectral Region; Compound autofluorescence, 340/450 nm, Alexa 350 dye-equivalents; stronger effect = higher value; max dye-equivalent concentration, M; 11% of 59,000 active; AID 590, 2007; in the data active = max dye-equivalent concentration above about 10 nM; inconclusive = mostly about 1.1 nM to 9.6 nM
Caspase-1 inhib = qHTS Assay for Allosteric/Competitive Inhibitors of Caspase-1; 0.03% of 75,000 active; AID 900, 2007; P29466; Potency, µM (series often up to 57.5 µM), without a hit: at the top dose activity change, negative = inhibition, most hits filed as inhibitors; Caspase-1 enzyme, Ac-WEHD-AFC fluorogenic rate;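 note: potency is the fitted concentration of half-maximal effect; plate controls were vehicle for no effect and no substrate for full effect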
Target sequence (P29466 120-297 limits assumed): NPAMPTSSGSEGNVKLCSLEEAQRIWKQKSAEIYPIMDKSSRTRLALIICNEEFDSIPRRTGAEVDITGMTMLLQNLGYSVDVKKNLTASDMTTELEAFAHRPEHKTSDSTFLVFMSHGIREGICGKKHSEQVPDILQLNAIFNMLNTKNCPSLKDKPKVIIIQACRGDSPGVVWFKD
Target sequence (P29466 317-404 limits assumed): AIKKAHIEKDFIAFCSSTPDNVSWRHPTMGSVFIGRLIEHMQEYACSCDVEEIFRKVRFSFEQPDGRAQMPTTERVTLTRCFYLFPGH
BRCT inh green = qHTS Assay for Inhibitors of BRCT-Phosphoprotein Interaction (Green Fluorophore) | Potency, µM (highest dose often 76.9 µM), without a hit: top-dose activity change, negative = inhibition, most hits filed as inhibitors | BRCA1 BRCT-phosphopeptide binding, green fluorescence polarization | 0.05% of 75,000 active;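 note: potency is the fitted concentration of half-maximal effect; plate controls were peptide without protein for full effect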
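Compounds were incubated for 12 min at room temperature with a complex of 100 nM fluorescein-tagged pBACH1 decapeptide and 250 nM His-tagged BRCT protein. Buffer was phosphate pH 7.3 with EDTA, DTT and Tween 20. Disruption of binding lowers the polarization signal.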
ERK AVP block = qHTS Assay for Inhibitors of the ERK Signaling Pathway using a Homogeneous Screening Assay; HEK293-V1b, vasopressin-stimulated pERK AlphaScreen; AID 995, 2007; 0.99% of 72,000 active; Potency, µM (series often up to 57.5 µM), for inactives: at the highest dose activity, negative = inhibition, hits mostly inhibitors; note: potency is the fitted concentration of half-maximal effect; % is set by controls: 0 for no effect and ±100 for the full control effect; nearly all actives have a fitted effect of over 55% in size
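V1b-HEK293 cells; cpd 30 min 37C; 25 nM vasopressin 5 min; lyse 10 min; AlphaScreen beads 5 hr RT. Normalized to DMSO basal and 25 nM vasopressin; AC50 by Hill fit.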
CRE Fsk mod = Cell signaling CRE-BLA (Fsk stim). CHO CRE-bla reporter (cAMP response element driving beta-lactamase), forskolin EC10, beta-lactamase ratio. Potency, µM (titrated, usually from 38.2 µM), inactives show at the highest dose activity change, negative = inhibition, hits mostly activators. 2.5% of 71,000 active. AID 662, 2007; active = well fitted activation curve with a large enough effect in the signal ratio, with a control signal flat, not every such curve was filed as active; inconclusive = small, poorly fitted or top-dose-only effect, or effect the other way, or a change in a side signal; the % refers to the signal ratio; note: potency is the fitted concentration of half-maximal effect; % of control where 0% means no effect
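AC50 values, positive or negative, reflect shifts in EC10 NKH 477-induced CRE-bla reporter activity in CHO cells. Incubation lasted 3 h at 37 °C before CCF4 substrate (2 h, room temperature) and ratiometric 460/530 nm reading.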
Luciferase inh = qHTS Assay for Inhibitors of Firefly Luciferase | 2.2% of 72,000 active | Potency, µM (top dose mostly 57.1 µM), for the others: at the highest dose activity change, negative = inhibition, hits mostly inhibitors | Luciferin 4-monooxygenase (Photinus pyralis), P08659 | purified firefly luciferase, luminescence, 8 min; note: potency is the fitted concentration of half-maximal effect; % is set by controls: 0 for no effect and ±100 for the full control effect; nearly all actives have a fitted effect of over 40% in size
Target sequence (P08659 whole entry, looked up): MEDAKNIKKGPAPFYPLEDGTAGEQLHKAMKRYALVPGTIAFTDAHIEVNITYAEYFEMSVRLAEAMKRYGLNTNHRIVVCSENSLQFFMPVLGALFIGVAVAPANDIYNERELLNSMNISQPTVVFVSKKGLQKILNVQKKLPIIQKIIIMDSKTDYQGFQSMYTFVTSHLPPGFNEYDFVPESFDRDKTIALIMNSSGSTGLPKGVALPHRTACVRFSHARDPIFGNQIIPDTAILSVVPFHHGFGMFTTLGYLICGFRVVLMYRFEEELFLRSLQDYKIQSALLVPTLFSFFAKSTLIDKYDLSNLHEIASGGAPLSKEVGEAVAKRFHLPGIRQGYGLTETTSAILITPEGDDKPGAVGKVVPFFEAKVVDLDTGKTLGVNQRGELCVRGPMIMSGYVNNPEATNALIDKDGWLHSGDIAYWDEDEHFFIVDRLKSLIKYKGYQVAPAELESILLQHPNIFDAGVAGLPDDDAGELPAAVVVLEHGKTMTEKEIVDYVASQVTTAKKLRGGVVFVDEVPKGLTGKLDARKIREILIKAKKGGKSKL
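Substrate buffer containing 10 uM ATP (pH 7.2 imidazole, Mg2+, KCl, detergent, BSA) is dispensed, compound pinned in, then luciferase/luciferin detector mix added. After 8 min at ambient temperature, light output is measured.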
Numbers without * were called inactive; [ ] = another dose, or the depositor's remark. Unless noted, calls come from the whole dose curve; as a rule, active = well fitted curve in the direction sought with a large enough effect; inconclusive = small, poorly fitted or top-dose-only effect, or another doubt; inactive = no such curve, though single readings can be large; an effect the other way counts as inactive or inconclusive.

What do the screens show for `Cc1cc(C)c(-c2cc([C@H](C)O/N=C\[C@@H](C)[C@H](OCc3ccccc3)C(C)C)on2)c(C)c1`?
BRCT inh red: 2.1%[15.4 µM]; HEK293 cAMP ctrl: 19%[11.4 µM]; Casp7 inh: -6%[11.5 µM]; Caspase-1 inhib: -3%[11.5 µM]; BRCT inh green: 3.2%[15.4 µM]; ERK AVP block: 10%[11.5 µM]; Luciferase inh: 1%[11.4 µM]

Results for CC1(C)CC(=O)C=C(NCCc2ccc(S(N)(=O)=O)cc2)C1 ?
BRCT inh red: -0.5%; HEK293 cAMP ctrl: 1%[11.4 µM]; Tau filament bind: 2%[11.4 µM]; USP2a inh: 2%[7.66 µM]; Casp7 inh: 0%; Caspase-1 inhib: -1%; BRCT inh green: 0.4%; ERK AVP block: -24%; CRE Fsk mod: 4%[7.6 µM]; Luciferase inh: 2%

What do the screens show for `COc1ccc(C(C)=O)c2c1OCCO2`?
BRCT inh red: 0.2%; HEK293 cAMP ctrl: 1%; Tau filament bind: -1%; USP2a inh: -4%; Casp7 inh: -1%; A350 autofl: inactive; Caspase-1 inhib: 0%; BRCT inh green: -2.4%; ERK AVP block: -22%; CRE Fsk mod: 13%; Luciferase inh: 2%

Results for FC(F)(F)c1ccc(N2CCOCC2)c(Nc2nc3ccccc3n3cnnc23)c1 ?
BRCT inh red: 0.9%; HEK293 cAMP ctrl: inconclusive; Tau filament bind: 211%; USP2a inh: 42%[activator]; Casp7 inh: -8%; A350 autofl: inconclusive; Caspase-1 inhib: -9%; BRCT inh green: 7.0%; ERK AVP block: inconclusive; CRE Fsk mod: 11%; Luciferase inh: 2%

How did CCCOc1ccc(/C(O)=C2/C(=O)C(=O)N(CCN(CC)CC)C2c2ccncc2)cc1 (stereo unspecified) do in these assays?
BRCT inh red: 0.1%; HEK293 cAMP ctrl: 1%; Tau filament bind: 3%; USP2a inh: 1%; Casp7 inh: 0%; A350 autofl: inconclusive; Caspase-1 inhib: -1%; BRCT inh green: -2.1%; ERK AVP block: -17%; CRE Fsk mod: 2%; Luciferase inh: 4%

Results for CCN(CC)S(=O)(=O)c1cccc(C(=O)Nc2nc3cc4c(cc3s2)OCCO4)c1 ?
BRCT inh red: -2.4%; HEK293 cAMP ctrl: 13%; Tau filament bind: 12%; USP2a inh: 26%; Casp7 inh: -29%; A350 autofl: 1.7e-08M*; Caspase-1 inhib: inconclusive; BRCT inh green: -6.3%; ERK AVP block: 12%; CRE Fsk mod: inconclusive; Luciferase inh: inconclusive

What do the screens show for `Cn1c(=O)n(Cc2ccccc2F)c2ccccc21`?
BRCT inh red: 0.5%; HEK293 cAMP ctrl: inconclusive; Tau filament bind: -3%; USP2a inh: 4%; Casp7 inh: -1%; A350 autofl: inconclusive; Caspase-1 inhib: 0%; BRCT inh green: -1.4%; ERK AVP block: -26%; CRE Fsk mod: 2%; Luciferase inh: -4%

How did CCCNC(=O)CS(=O)Cc1nc(-c2ccc(OC)cc2)oc1C (stereo unspecified) do in these assays?
BRCT inh red: 0.1%; HEK293 cAMP ctrl: inconclusive; Tau filament bind: 0%; Casp7 inh: -4%; Caspase-1 inhib: -3%; BRCT inh green: -1.2%; ERK AVP block: -10%; CRE Fsk mod: -7%; Luciferase inh: -2%

What do the screens show for `N/C(CC(=O)Nc1cccc(C(F)(F)F)c1)=N/O`?
BRCT inh red: -1.2%; HEK293 cAMP ctrl: 0%; Tau filament bind: -6%; USP2a inh: 6%; Casp7 inh: 1%; Caspase-1 inhib: 0%; BRCT inh green: 0.3%; ERK AVP block: -8%; CRE Fsk mod: -2%; Luciferase inh: 1%

How did CCOc1ccccc1Nc1nc(N)nc(CN(C)C2CCCCC2)n1 do in these assays?
BRCT inh red: 0.3%; HEK293 cAMP ctrl: 30%; Tau filament bind: -26%; USP2a inh: 9%; Casp7 inh: -3%; A350 autofl: inconclusive; Caspase-1 inhib: -3%; BRCT inh green: -4.9%; ERK AVP block: 6%; CRE Fsk mod: -11%; Luciferase inh: -2%

How did CN1CCN(c2ncc3nc(CCc4ccccc4)c(=O)n(Cc4ccc(F)cc4)c3n2)CC1 do in these assays?
BRCT inh red: -1.0%; HEK293 cAMP ctrl: inconclusive; Tau filament bind: 115%; USP2a inh: 110%[activator]; Casp7 inh: -28%; A350 autofl: inconclusive; Caspase-1 inhib: -8%; BRCT inh green: 2.6%; ERK AVP block: inconclusive; CRE Fsk mod: inconclusive; Luciferase inh: -1%[11.4 µM]

Results for CCc1nc(NCCCn2ccnc2)c2oc3ccccc3c2n1 ?
BRCT inh red: -2.1%; HEK293 cAMP ctrl: 11%; Tau filament bind: 0%; USP2a inh: -1%; Casp7 inh: -2%; A350 autofl: inactive; Caspase-1 inhib: -1%; BRCT inh green: -1.9%; ERK AVP block: inconclusive; CRE Fsk mod: inconclusive; Luciferase inh: -11%

What do the screens show for `O=C(c1ccco1)N(Cc1cc2ccccc2[nH]c1=O)C1CCCCC1`?
BRCT inh red: -0.1%; HEK293 cAMP ctrl: 12%; Tau filament bind: 2%; USP2a inh: 1%; Casp7 inh: 0%; A350 autofl: inconclusive; Caspase-1 inhib: -1%; BRCT inh green: -1.0%; ERK AVP block: 7%; CRE Fsk mod: -1%; Luciferase inh: -2%

How did CC1=C(C(=O)Nc2cccc(C)n2)C(c2ccc3c(c2)OCO3)C2=C(CC(c3ccco3)CC2=O)N1 (stereo unspecified) do in these assays?
BRCT inh red: -1.7%; HEK293 cAMP ctrl: -8%; Tau filament bind: -5%; USP2a inh: 38%[activator]; Casp7 inh: inconclusive; A350 autofl: 8.1e-08M*; Caspase-1 inhib: inconclusive; BRCT inh green: 0.7%; ERK AVP block: -4%; CRE Fsk mod: inconclusive; Luciferase inh: 2%

Results for CCC(c1nnnn1C1CCCCC1)N(Cc1ccco1)Cc1cc2ccc(OC)cc2[nH]c1=O (stereo unspecified) ?
BRCT inh red: -2.0%; HEK293 cAMP ctrl: inconclusive; Tau filament bind: 40%; USP2a inh: 21%; Casp7 inh: -19%; A350 autofl: inconclusive; Caspase-1 inhib: inconclusive; BRCT inh green: 2.0%; ERK AVP block: -4%; CRE Fsk mod: inconclusive; Luciferase inh: -3%

Results for CCOCCOC(=O)C1=C(C)Nc2ccc(C)cc2S1 ?
BRCT inh red: -4.0%; HEK293 cAMP ctrl: -6%[2.29 µM]; Tau filament bind: 13µM*; USP2a inh: 31%[activator]; Casp7 inh: -1%; A350 autofl: inactive; Caspase-1 inhib: -3%; BRCT inh green: 3.1%; ERK AVP block: 0%; CRE Fsk mod: inconclusive; Luciferase inh: -18%

Results for O=C(CCn1c(=O)c2ccccc2n(CC(=O)NCCC2=CCCCC2)c1=O)NCc1ccco1 ?
BRCT inh red: -2.4%; HEK293 cAMP ctrl: 14%; Tau filament bind: inactive; USP2a inh: 4%; Casp7 inh: -1%; A350 autofl: inactive; Caspase-1 inhib: 1%; BRCT inh green: -5.6%; ERK AVP block: 18%; CRE Fsk mod: inconclusive; Luciferase inh: 4%

What do the screens show for `Cc1cc(C)cc(Nc2cc(=O)n(C3CCCCC3)c(=O)[nH]2)c1`?
BRCT inh red: 1.0%; HEK293 cAMP ctrl: 9%; Tau filament bind: 89%; USP2a inh: -12%; Casp7 inh: -4%; A350 autofl: inactive; Caspase-1 inhib: -1%; BRCT inh green: -1.8%; ERK AVP block: 8%; CRE Fsk mod: inconclusive; Luciferase inh: 1%

How did Cn1c(N)c(C(=O)COC(=O)c2ccnc3ccccc23)c(=O)n(C)c1=O do in these assays?
BRCT inh red: 0.2%; Casp7 inh: 1%; Caspase-1 inhib: 3%; BRCT inh green: -0.5%; ERK AVP block: -17%
